AGP1 TOR yeast: yeast TOR pathway AGP1-GFP modulation; S. cerevisiae AGP1-GFP multiplex flow cytometry, 3 h; GFP as percent of DMSO wells; GFP response vs DMSO, % at 10 µM; 320,000 compounds, 0.02% hits;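 active = GFP response relative to DMSO above a set limit, near screen average plus 3 SD, cut at about 150% in these data; inconclusive = fewer than 70 cells counted for the yeast strain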;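 note: median GFP channel fluorescence of the gated AGP1 strain per well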
GRK2 inh: human GRK2 inhibition via aptamer displacement; bead flow cytometry, FAM-aptamer displacement from GRK2; inhibition of aptamer binding, % at 10 µM; 330,000 compounds, 0.59% hits; P25098;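 active = inhibition of aptamer binding above 40%, roughly 3 SD of noise, on plates passing a quality check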;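 note: median bead fluorescence of bound FAM aptamer so fluorescent compounds give negative values; no value below 0 was filed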
GLD-1 RNA inh: GLD-1-TGE RNA interaction inhibition (C. elegans). Q17339. purified GLD-1 + fluorescein TGE RNA, fluorescence polarization. inhibition, % at 5.96 µM. 320,000 compounds, 0.44% hits. AID 2280;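 active = percent inhibition above a per-plate cutoff, the plate mean of test compounds plus 3 SD, cut at about 30% in these data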;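 note: 0% = DMSO wells with GLD-1 and probe and 100% = wells lacking GLD-1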
CIT2 TOR yeast: alters CIT2-GFP fluorescence in TOR pathway yeast screen. AID 2029. 320,000 compounds, 0.065% hits. GFP response vs DMSO, % at 10 µM. S. cerevisiae CIT2-GFP strain, flow cytometry, 3 h; 100 means same as DMSO wells;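 active = GFP response relative to DMSO above a set limit, near the screen mean plus 3 SD, cut at about 150% in these data; inconclusive = Fewer than 70 cells measured for a yeast strain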;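 note: ratio of well median GFP fluorescence to mean of DMSO wells on the plate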
Bcl-xL primary: Bcl-xL (human) inhibition. Q07817. GST-Bcl-xL / FITC-Bim BH3 peptide fluorescence polarization. inhibition, % at 10.9 µM. 320,000 compounds, 0.7% hits. AID 2129;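 active = inhibition above the mean of all tested compounds plus 3 SD, cutoff set per campaign, cut at about 30% in these data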;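 note: 0% = DMSO wells and 100% = unlabeled Bim-BH3 peptide competitor; inhibitors lower millipolarization by displacing the labeled peptide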
Target sequence (Q07817 whole entry, looked up): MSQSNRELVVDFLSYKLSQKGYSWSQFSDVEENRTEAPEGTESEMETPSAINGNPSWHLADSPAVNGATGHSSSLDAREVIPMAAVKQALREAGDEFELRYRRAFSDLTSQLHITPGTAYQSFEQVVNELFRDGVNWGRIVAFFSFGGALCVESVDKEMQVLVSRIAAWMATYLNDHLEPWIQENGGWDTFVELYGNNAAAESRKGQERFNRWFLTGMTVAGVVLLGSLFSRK
VLA-4 inh: inhibition in a human VLA-4 binding assay. P13612. VLA-4 expressing cells, ligand binding flow cytometry. inhibition, % (about 7 µM as worked out from the volumes in the protocol). 330,000 compounds, 0.2% hits. AID 2557; in the data active = inhibition above about 50%
MCL1-BIM inh: MCL1-BIM-BH3 interaction inhibition (human). Q07820. 320,000 compounds, 0.68% hits. GST-MCL1 / FITC-Bim-BH3 fluorescence polarization. AID 2057. inhibition, % at 10.9 µM;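 active = inhibition above the mean inhibition of all tested compounds plus 3 SD, set per campaign, cut at about 40% in these data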;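 note: 0% = DMSO wells and 100% = unlabeled Bim-BH3 peptide control; higher means more loss of mP so more displacement of Bim peptide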
Target sequence (Q07820 whole entry, looked up): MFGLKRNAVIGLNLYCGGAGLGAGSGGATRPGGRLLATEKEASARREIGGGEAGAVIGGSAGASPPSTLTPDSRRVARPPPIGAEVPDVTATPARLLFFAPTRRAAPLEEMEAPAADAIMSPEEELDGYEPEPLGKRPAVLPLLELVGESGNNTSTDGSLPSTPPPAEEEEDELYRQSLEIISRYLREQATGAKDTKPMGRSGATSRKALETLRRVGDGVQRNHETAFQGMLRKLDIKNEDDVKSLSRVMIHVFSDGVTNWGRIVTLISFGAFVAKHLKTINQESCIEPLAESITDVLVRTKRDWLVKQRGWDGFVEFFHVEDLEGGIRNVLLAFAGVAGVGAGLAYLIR
MEX-5 binding: C. elegans MEX-5 TCR-2 RNA binding activity; MEX-5/FITC-TCR2 RNA binding, fluorescence polarization; stronger effect = lower value; activity score (negative = inhibition of binding), % at 10 µM; AID 1832; 300,000 compounds, 0.38% hits;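 active = inhibition past about -25% in most replicates, and total fluorescence under double the plate's negative control median, limit read from the data; inconclusive = replicates evenly split on the limit, or fluorescence at least double controls; inactive = too little inhibition in most replicates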;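 note: 0% = DMSO and -100% = 5 µM competing unlabeled TCR2 RNA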
Target sequence (Q9XUB2 whole entry, looked up): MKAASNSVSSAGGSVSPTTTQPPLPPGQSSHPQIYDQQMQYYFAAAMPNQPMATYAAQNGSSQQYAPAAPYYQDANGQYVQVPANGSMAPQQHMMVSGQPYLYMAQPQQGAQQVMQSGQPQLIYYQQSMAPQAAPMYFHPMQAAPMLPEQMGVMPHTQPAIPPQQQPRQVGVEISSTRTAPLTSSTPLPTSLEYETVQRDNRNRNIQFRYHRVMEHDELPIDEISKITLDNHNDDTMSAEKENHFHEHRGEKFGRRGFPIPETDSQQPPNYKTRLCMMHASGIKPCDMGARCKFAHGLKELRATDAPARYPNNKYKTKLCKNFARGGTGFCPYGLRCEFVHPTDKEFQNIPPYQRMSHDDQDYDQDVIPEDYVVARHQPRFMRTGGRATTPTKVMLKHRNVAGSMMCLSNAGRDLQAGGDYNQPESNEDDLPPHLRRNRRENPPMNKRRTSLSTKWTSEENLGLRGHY
CR mimetic SO: lowers age-related superoxide in aged yeast cells. S. cerevisiae aged cells, superoxide DHE fluorescence; stronger effect = lower value. superoxide response (% of plate mean), % at 10 µM. 330,000 compounds, 0.18% hits;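 active = superoxide response under a set limit, about three screen SD below normal, cut at about 65% in these data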;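 note: yeast aged for seven days with compound at 30 °C before DHE staining; 100% = average MFI of all compound-treated wells on the plate with controls excluded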
Active calls of the source: *; i = inactive; ? = inconclusive; nt = no result given; [ ] = dose if it differs, or a comment.

SMILES	AGP1 TOR yeast	GRK2 inh	GLD-1 RNA inh	CIT2 TOR yeast	Bcl-xL primary	VLA-4 inh	MCL1-BIM inh	MEX-5 binding	CR mimetic SO
CCCn1nc(NC(=O)C2CCCO2)c2cc3cccc(C)c3nc21 (centres undefined)	108	3	0	110	1	-11	0	-0.2	108
O=C(Nc1ccc(Cl)cc1N1CCOCC1)C1CCCO1 (centres undefined)	102	10	5	105	3	-8	2	1.5	111
CCCCOC(=O)CCn1c(=S)oc2ccccc21	87	0	0	95	8	4	9	0.8	101
O=C(Nn1cnnc1)c1ccc(Cl)c([N+](=O)[O-])c1	111	2	3	105	3	32	2	-1.0	104
O=C(CSc1ccccc1)N1CCN(C(=O)c2ccco2)CC1	102	0	7	98	6	31	2	2.3	85
O=C(Nc1nc(-c2ccc(S(=O)(=O)N3CCCCCC3)cc2)cs1)c1cccs1	22[may fluoresce violet]	0	2	?	10	-6	8	-0.1	102
O=C(CN1CCN(c2ccccn2)CC1)NC1CCCCC1	98	2	-4	104	-1	11	-4	1.9	116
CCOC(=O)C1NC(=O)CC1c1ccccc1 (centres undefined)	nt	0	-5	84[may fluoresce red]	3	-6	3	1.3	104
COc1ccc(CN2CCN(C3CCOCC3)CC2CCO)c(C)c1C (centres undefined)	95	1	3	92	-2	10	1	0.6	103
O=C1[C@H]2[C@@H](c3ccc(Cl)cc3)N3C(=O)N(c4cccc(Cl)c4)C(=O)[C@@]3(Cc3ccc(Cl)cc3)[C@H]2C(=O)N1C1CCCCC1	79	0	3	67	1	14	-7	1.3	104
Cc1ccc(CSCC(=O)N(C)CC(=O)Nc2ccc(C)cc2)cc1	88	0	-6	87	2	-7	0	1.3	99
COc1ccccc1N(CCC#N)C(=O)CSc1ccc2c(c1)OCCO2	97	1	1	94	7	8	12	-2.1	92
CCn1c(COc2ccc(C)cc2)nc2ccccc21	91	3	8	89	4	2	1	2.0	97
O=C(Nc1ccccc1)NN1CC(=O)N(c2ccc(Cl)cc2)CC1=O	98	0	6	96	0	41	0	1.4	98
Cc1ccc(S(=O)(=O)c2nc(-c3ccccc3F)oc2N2CC(C)OC(C)C2)cc1 (centres undefined)	99	3	1	98	2	-1	-3	3.1	95
O=C(NCC1CCC(C(=O)O)CC1)c1cccnc1 (centres undefined)	96	1	6	90	-3	12	-3	-0.9	92
COC(=O)[C@]1(C)N[C@H](CN(C)C(=O)C2CCCCC2)[C@@H]2C(=O)N(C)C(=O)[C@@H]21	96	6	6	94	nt	2	nt	nt	115
O=C(O)CNC(=O)c1ccc(NC(=O)/C(=C/c2ccccc2)NC(=O)c2ccccc2)cc1	79	4	-4	95	6	-2	5	-2.7	104
CC(C)C[C@H](NC(=O)[C@@H](O)[C@H](N)Cc1ccccc1)C(=O)O	90	4	6	99	-3	-5	7	0.8	95
Cc1ccc(-c2nnc(NC(=O)c3c(F)cccc3Cl)s2)cc1	93	0	1	91	0	0	1	1.6	98
CCOC(=O)c1c(C)[nH]c(C(=O)N(C)CC(=O)Nc2ccc(OC)cc2)c1C	97	0	4	101	5	13	7	nt	95
CCc1ccc2oc(-c3cccc(N)c3)nc2c1	94	0	1	93	2	5	0	1.6	100
CCOC(=O)/C=c1\s/c(=C(\C#N)C(=O)OCC)n(-c2ccccc2)c1=O	98	0	-1	98	-17	-12	-24	12	97
O=C(NNC(=O)c1ccccc1Br)c1cccc(Cl)c1	95	0	3	108	2	1	5	1.7	90
CCOC(=O)c1cccc(S(=O)(=O)N(CCO)Cc2cc3cc(OC)c(OC)cc3[nH]c2=O)c1	102	2	1	101	2	-6	-8	-2.6	76

Part of the list above, reduced to VLA-4 inh and GRK2 inh:
SMILES	VLA-4 inh	GRK2 inh
O=C(Nn1cnnc1)c1ccc(Cl)c([N+](=O)[O-])c1	32	2
O=C(CSc1ccccc1)N1CCN(C(=O)c2ccco2)CC1	31	0
O=C(Nc1nc(-c2ccc(S(=O)(=O)N3CCCCCC3)cc2)cs1)c1cccs1	-6	0

(list continues)
SMILES	AGP1 TOR yeast	GRK2 inh	GLD-1 RNA inh	CIT2 TOR yeast	Bcl-xL primary	VLA-4 inh	MCL1-BIM inh	MEX-5 binding	CR mimetic SO
COc1cc(/C=N/NC(=O)c2cccnc2)ccc1OC(=O)c1ccc2c(c1)OCO2	94	0	-9	92	-1	-9	-3	1.2	99
Cc1ccnc(NC(=O)Nc2ccc(F)cc2)c1	39[may fluoresce violet]	4	11	?	1	1	-1	-2.2	92
COc1ccc(C(=O)Nc2ccc(-c3ccc(NC(=O)c4ccc(OC)cc4)c(OC)c3)cc2OC)cc1	93	0	4	97	10	nt	12	0.7	102
O=C(Cn1nnc(-c2ccc(CN3CCOCC3)cc2)n1)N(c1ccccc1)c1ccccc1	108	2	4	105	9	9	-3	3.0	88
COc1ccc([N+](=O)[O-])cc1NC(=O)Cc1noc2ccccc12	109	0	11	107	1	9	8	-3.8	101
CCOc1ccccc1C1C(C(N)=O)=C(C)Nc2nc(-c3ccccc3Cl)nn21 (centres undefined)	115	2	-2	118	6	32	5	3.3	102
CN(C(=O)c1ccc(NC(=O)Cc2ccc(NC(=O)C3CCCN(C(=O)C4CCCC4)C3)cc2)cc1)C1CC1 (centres undefined)	97	1	-8	94	0	0	-5	nt	112
O=C(Nc1ccc(N2CCN(Cc3ccccc3)CC2)cc1)c1cccnc1	98	0	4	100	4	9	1	0.5	100
CCN1C(=O)C2C(C1=O)N1C(c3ccccc3)C3C(=O)N(CC)C(=O)C3N1C2c1ccccc1 (centres undefined)	89	1	-5	92	6	-3	-5	0.8	115
CN=C1CC(C)(C)CC(=O)/C1=C(/O)CCC(=O)NC	110	1	-3	96	1	-5	3	-1.0	87
COc1ccc(C2=C(C)C(N3CCN(C(=O)c4ccco4)CC3)=NS2(=O)=O)cc1	107	2	-1	106	7	1	7	0.7	101
CC1=NN(c2ccccc2)C(=O)/C1=C/C=C/c1ccccc1	94	0	4	96	3	i	9	3.1	88
O=C1NCCCCC1NC1CC(=O)N(c2ccccc2)C1=O (centres undefined)	92	0	-1	95	1	9	2	nt	94
CCOC(=O)c1sc(NC(=O)Nc2ccccc2)cc1C	102	1	11	94	5	nt	8	-0.6	102
CCOC(=O)C1=C(C)NC(=O)NC1c1ccc(-c2ccc(Cl)cc2)o1 (centres undefined)	112	2	4	106	-2	-35	-4	-15	97
O=C(Nc1ccc(F)cc1)Nc1cccc(Br)c1	114	1	7	102	-4	-10	-3	1.4	102
Cc1ccccc1OCc1nnc(SCC(=O)Nc2ccc3c(c2)oc2ccccc23)n1C	103	3	7	95	0	8	2	1.5	96
C[C@H](CO)N1C[C@H](C)[C@@H](CN(C)Cc2ccc(-c3ccccc3)cc2)Oc2c(NS(=O)(=O)c3ccccc3)cccc2C1=O	nt	3	8	nt	nt	4	nt	nt	89
COCc1c(C(=O)N/N=C(\C)c2ccc(Cl)s2)nnn1-c1nonc1N	109	5	-3	104	5	-4	2	2.0	121
Cc1cc(C)c(C#N)c(N)n1	106	2	4	99	-2	8	-3	-0.5	81
Cn1c(=O)c(=O)n(C)c2cc(S(=O)(=O)N3CCCC3C(=O)Nc3ccccc3F)ccc21 (centres undefined)	104	0	3	100	2	4	5	-1.6	102
CCn1c2ccccc2c2cc(NC(=O)c3cccc([N+](=O)[O-])c3)ccc21	97	0	6	83	5	10	1	-1.6	127
Cc1cc(C)c(CN2CCC(n3nccc3NC(=O)C3CCOC3)CC2)cc1C (centres undefined)	102	0	5	104	1	18	4	5.2	98
CSc1ccc(CN2CCN(CCC(C)C)C(CCO)C2)cc1 (centres undefined)	102	0	-4	103	3	-3	3	1.5	94
COc1ccc2nc(NC(=O)CCN3C(=S)NC(C)(C)CC3C)sc2c1 (centres undefined)	99	0	3	96	5	7	7	1.8	101

The list continues:
SMILES	AGP1 TOR yeast	GRK2 inh	GLD-1 RNA inh	CIT2 TOR yeast	Bcl-xL primary	VLA-4 inh	MCL1-BIM inh	MEX-5 binding	CR mimetic SO
CCOc1ccc(-c2noc(CCC(=O)NCCc3ccccc3)n2)cc1OC	111	0	7	121	6	4	10	1.2	103
CCC(=O)Nc1nc(-c2ccc3c(c2)CC(C)N3S(C)(=O)=O)cs1 (centres undefined)	105	0	2	104	1	-7	4	-2.2	86
c1cc(CNc2ccc(N3CCOCC3)cc2)ccn1	99	4	4	99	9	-4	12	-0.5	103
COc1ccccc1CC(=O)Nc1cccc2ccccc12	91	3	-1	92	8	2	9	-0.6	92
CN1CCN(c2nc(C(N)=O)cc(-c3ccccc3)n2)CC1	93	0	-4	95	3	7	5	-1.2	109
COc1cc(/C=C(\NC(=O)c2ccccc2)C(=O)Nc2cccc(O)c2)c([N+](=O)[O-])cc1OC	103	0	8	117	2	12	3	-1.2	99
COc1ccc(CNC(=O)C(=O)NC2CC(C)(C)NC(C)(C)C2)cc1	92	0	-1	97	3	5	1	0.4	77
CCc1ccc(OCC(=O)Oc2ccc([N+](=O)[O-])cc2)cc1	99	1	1	108	1	8	-3	-0.7	89
Cc1sc(N/N=C/c2ccco2)nc1-c1ccccc1	92	3	10	107	0	-9	2	-0.6	101
CCCN(CCC)c1ccc(/C=C/c2ccc3cc(OCC)ccc3n2)cc1	15[may fluoresce violet]	14	-38	?	-12	i	-33	0.8	115
Cc1ccc(C)c2c(N)c3c(nc12)CCCCC3 (tested in a mixture with another compound)	92	0	2	98	8	-2	4	3.2	109
COc1ccc(C(=O)NCCS(=O)(=O)N(C)C2CCCCC2)cc1	107	0	-1	113	-5	-5	-5	2.0	105
CCOC(=O)C1=NOC(COc2ccccc2C=O)C1 (centres undefined)	101	0	3	nt	5	1	10	-0.4	92
Cc1cccc(-n2c(=O)c3c(C)c(C)sc3n(CC(N)=O)c2=O)c1	113	0	7	102	6	-1	-1	4.3	104
COc1ccccc1C1=NOC(C)(c2nnc(Cc3ccccc3)o2)C1 (centres undefined)	92	4	3	87	5	18	6	1.8	92
O=c1cc(O)sc2ccccc12	105	1	3	98	4	4	17	-3.3	114
COc1ccccc1C(=O)N/C(=C/c1ccc2c(c1)OCO2)C(=O)Nc1cccc(C(=O)O)c1	104	1	3	118	8	6	5	-1.2	101
N#CCSc1nc2ccccc2c(=O)n1CCCC(=O)NCC1CCCO1 (centres undefined)	102	2	0	97	5	10	5	-0.8	103
Cc1ccc(NC(=O)CSc2cccc3cccnc23)c(C)c1	94	0	11	93	4	6	2	2.7	105
CCOC(=O)Cn1nnnc1CN(Cc1cccs1)Cc1cc2cc(C)cc(C)c2[nH]c1=O	102	1	-5	100	4	-8	-2	-0.1	97
O=C(Nc1nnc(-c2cccnc2)o1)c1cccc([N+](=O)[O-])c1	100	1	7	100	2	8	3	-1.3	112
CC(C)=C(NC(=O)c1ccccc1)C(N)=O	106	1	3	99	3	11	-4	2.6	104
COC(=O)CCCC(=O)NC1CC(C)(C)Cc2c1cnn2-c1ccc(C)cc1 (centres undefined)	103	1	-8	99	3	-2	10	0.6	87
CC(OC(=O)c1ccc(S(=O)(=O)NCc2ccco2)cc1)C(=O)Nc1ncc(Cl)cc1Cl (centres undefined)	100	12	-8	92	3	3	-7	0.4	105
Cc1nn(Cc2ccc(C(=O)n3cccn3)o2)c(C)c1Br	88	0	5	81	8	17	1	-1.7	97
O=c1nc(-c2ccccc2)cc(-c2ccccc2)[nH]1	100	5	4	95	-2	0	0	-0.3	111

High-throughput results (PubChem BioAssay)
